# DNA FID counter: displaces DNA intercalator in HCV helicase counter-screen | DNA fluorescent intercalator displacement, fluorescence | inhibition, % at 7.9 µM | hit rate 0.17% among 290,000 | AID 1845; in the data active means inhibition above about 37%;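 further: 0% = vehicle and 100% = reference compound; higher means more ethidium bromide displaced from hairpin DNA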
# IDE cell activ: activators of human insulin-degrading enzyme in cells; HEK cells, FAbeta-B cleavage, fluorescence polarization; 0% vehicle, 100% cell-free pure enzyme wells; P14735; hit rate 0.073% among 340,000; activation, % at 5.96 µM;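 active means activation above the mean of all tested compounds plus 3 SD, set per screening campaign, cut at about 17% in these data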
# UBC9 SUMO inh: inhibitors of human SUMOylation (UBC9) | P63279 | AID 2006 | HTRF SUMOylation assay, SAE1/SAE2 + UBC9, in vitro | inhibition, % at 35 µM | hit rate 0.36% among 290,000; in the data active means inhibition above about 50%, passing the limit was not always enough; further: strong numbers were not always called active
# Target sequence (P63279 whole entry, looked up): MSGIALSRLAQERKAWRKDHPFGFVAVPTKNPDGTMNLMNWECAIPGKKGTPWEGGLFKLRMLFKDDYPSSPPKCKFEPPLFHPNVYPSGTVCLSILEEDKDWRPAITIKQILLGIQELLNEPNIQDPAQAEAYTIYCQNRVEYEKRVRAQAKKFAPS
# IMP-1 inh: inhibitors of Pseudomonas aeruginosa IMP-1 metallo-beta-lactamase; inhibition, % at 5.6 µM; hit rate 0.45% among 290,000; purified IMP-1, nitrocefin hydrolysis, epi-absorbance fluorescence;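 active means inhibition above the mean plus 3 SD of all compounds in the same screening run, cut at about 4.5% in these data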;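 further: 0% = IMP-1 with DMSO and 100% = DMSO wells lacking enzyme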
#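 System: purified IMP-1; amount: IMP-1 0.2 nM before substrate addition; compound: single dose, 5.6 µM; times: 25 °C, 15 min preincubation, 25 min reaction; signal: Epi-absorbance via hydrolysed-nitrocefin quenching of white-plate fluorescence, 480/530 nm, EDTA stop; benchmarks: DMSO with and without IMP-1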
# pCIP destab: compounds decreasing mouse p/CIP protein stability. Q05BA5. F442A p/CIP-EGFP cells, EGFP fluorescence, 16 h. decrease of EGFP signal, % at 10 µM. hit rate 0.01% among 290,000. AID 1984;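 active means EGFP signal decrease of at least 30% at 10 µM or well 3 SD below plate mean, unless failing retest; inactive means the rest, including hits failing retest or dose response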; further: some compounds called inactive have numbers as strong as hits; many of its hits are not listed in these tables
# NS3 helicase inh: inhibitors of Hepatitis C virus NS3 helicase. inhibition, % at 10.9 µM. hit rate 0.56% among 290,000. NS3 helicase DNA unwinding, Cy5 molecular beacon fluorescence;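 active means inhibition above the mean of all tested compounds plus 3 SD, set per campaign, cut at about 35% in these data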;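 further: 0% = DMSO wells and 100% = thioflavine S control wells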
#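 Material: hepatitis C virus NS3 helicase domain fragment enzyme; measured by: Cy5 fluorescence, 0 and 60 min reads; control set: DMSO and thioflavine S; incubation: 60 min unwinding reaction at 25 °C after ATP addition; read-out basis: % inhibition from 60/0 min fluorescence ratio, DMSO 0%, thioflavine S 100%; repeats: singlicate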
# PfM18AAP inh: PfM18AAP enzyme inhibition; recombinant PfM18AAP, H-Glu-NHMec fluorogenic cleavage; inhibition, % at 7.35 µM; hit rate 1.2% among 290,000; AID 1822;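 active means inhibition above the campaign mean inhibition over all tested compounds plus 3 SD, cut at about 28% in these data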;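 further: 0% = plate median of test compound wells and 100% = 2 mM ZnCl2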
# VIM-2 inhibitor: blocks Pseudomonas aeruginosa VIM-2 metallo-beta-lactamase; purified VIM-2, nitrocefin hydrolysis, epi-absorbance fluorescence; inhibition, % at 5.6 µM; hit rate 0.89% among 290,000;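 active means inhibition above the mean of all tested compounds plus 3 SD, cutoff set per screening run, cut at about 7.5% in these data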;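 further: red hydrolysis product quenches plate fluorescence so inhibitors raise well fluorescence; 0% = enzyme with DMSO and 100% = DMSO without enzyme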
# IDE inh: inhibits human insulin-degrading enzyme in HEK cells; FAbetaB cleavage, fluorescence polarization; hit rate 0.41% among 320,000; AID 434962; P14735; inhibition, % at 5.59 µM;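 active means percent inhibition above the average of all tested compounds plus 3 SD, set per screening campaign, cut at about 16% in these data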;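 further: IDE supplied by intact live HEK cells; FP after avidin binding of uncleaved biotin substrate so inhibition keeps polarization high; 0% = DMSO wells and 100% = 60 µM reference IDE inhibitor Ii1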
# * = called active by the depositor; . = not tested or not shown.
SMILES,DNA FID counter,IDE cell activ,UBC9 SUMO inh,IMP-1 inh,pCIP destab,NS3 helicase inh,PfM18AAP inh,VIM-2 inhibitor,IDE inh
CCOc1ccc(CCNC(=O)COC(=O)C2CCN(S(=O)(=O)c3ccc(C)c(C)c3)CC2)cc1OCC,-50,6,0,-3.9,-5,-16,3,-2.0,-2
O=C(CSc1nnnn1-c1cccc2ccccc12)Nc1ccc(N2CCOCC2)c(Cl)c1,-5,11,-12,-3.0,-3,-10,-3,-4.2,7
C=CCN(c1ccc(C(=O)Nc2ccc3c(c2)OCO3)cc1)S(C)(=O)=O,-5,1,14,-2.7,4,11,-6,-2.4,6
O=C(NCc1ccc(F)cc1)c1noc2c1CCCCC2,-16,-2,-6,-3.2,0,2,3,-0.5,.
Cc1csc(SCC(=O)N(C)c2c(N)n(Cc3ccccc3)c(=O)[nH]c2=O)n1,-5,5,22,0.3,-6,2,-14,-0.9,6
Cc1ccc(C(=O)O/N=C(\c2ccccc2)c2ccncc2)cc1,-14,.,-8,0.4,-7,-5,2,-2.3,-1
COC(=O)c1scc(C)c1NC(=O)CSc1ccc(Cl)cc1,-15,-6,23,-1.4,-6,0,6,-3.5,4
O=C(CN1CCOCC1)Nc1nc2ccc(Br)cc2s1,-3,4,12,-3.1,1,-1,-1,0.2,0
Cc1nn(C)c(C)c1NC(=O)/C(C#N)=C\N(C)C,1,4,4,-1.9,0,-1,2,-2.8,0
COc1cccc(-n2cnc3cccc(N)c32)c1,2,3,16,0.8,-6,-3,-4,3.0,3
COc1ccc(-c2cc(C(=O)Nc3cc(C)ccc3O)no2)cc1,-2,1,14,-0.9,-11,-8,-2,-3.3,0
O=C(Nc1cccc(Cl)c1)Nc1sccc1-c1nc2ccccc2s1,2,.,3,-3.4,-16,5,0,-3.3,12
O=C(NNC(=O)c1ccc2ncccc2c1)c1ccc(Cl)cc1,-3,3,-5,-3.8,-1,9,4,-1.9,-1
O=S(=O)(c1ccc2oc(=S)[nH]c2c1)N1CCCCC1,-10,3,-9,-5.8,2,9,4,-3.8,4
CCOC(=O)C1CCN(C(=O)CCC(=O)NNc2nc3ccccc3c3nc(C)nn23)CC1,-27,1,6,-0.6,-1,0,13,-5.2,2
COc1ccc(CCNC(=S)Nc2cccc3ccccc23)cc1,-18,-5,8,-5.7,-12,-19,-4,-3.4,-1
COc1cc(OC)cc(-c2nc(SCC(=O)Nc3ccccc3F)n[nH]2)c1,-21,2,-9,-3.9,-12,0,8,-3.9,9
N#CC1=C(N)N(c2ccccc2)C2=C(C(=O)CCC2)C1c1ccccc1 (configuration not stated),-6,-4,9,0.5,-17,-3,19,-0.4,4
O=C(O)c1cccc(S(=O)(=O)Nc2ccccc2-c2ccccc2)c1,-19,2,-5,-0.1,6,5,-5,-0.9,-7
Cc1ccc(S(=O)(=O)Nc2nc(C)c(C(=O)Nc3ccccc3)s2)cc1,-44,0,6,-2.4,0,18,-6,-0.9,0
CCCCCC1CC(COc2ccccc2)OC1=O (configuration not stated),-27,1,-2,-3.7,-2,-10,3,0.3,-2
COc1cc2c(cc1OC)C(c1ccccc1)N(C(=O)CSCC(=O)O)CC2 (configuration not stated),-30,3,-10,-0.2,6,10,-4,0.7,0
COc1ccc(NC(=O)CSC2CC(=O)N(c3ccc4c(c3)OCCO4)C2=O)cc1 (configuration not stated),-7,-1,7,-1.9,4,-2,-6,-4.2,3
O=C(c1ccc2snnc2c1)N1CCOCC1,2,2,16,-1.7,0,-4,-9,-1.9,-2
CCc1ccc(CN(C)Cc2nc(Cc3cccc(C(F)(F)F)c3)no2)nc1,-20,6,13,-1.7,-7,-13,-12,-0.8,-1
CC(C)(C)C(=O)N1CCC(O)(CS(=O)(=O)c2ccc(Cl)c(Cl)c2)CC1,-14,0,11,-3.9,-3,5,1,-1.8,0
O=C(/C=C/c1ccc(OC(F)F)cc1)OCC(=O)N1CCN(C(=O)c2ccco2)CC1,-23,-2,4,-1.6,-23,6,0,-2.1,7
COc1ccccc1-n1c(C)nnc1SCC(=O)NCc1ccccc1,-11,-6,2,-3.4,-32,6,-1,-2.9,1
O=C(Nc1nc(-c2ccc3c(c2)OCO3)cs1)C1CC1,-5,4,6,-3.6,-6,-8,-8,-2.1,-3
Cc1oc2c(c(C)cc3oc(=O)c(CC(=O)N[C@H](C(=O)O)C(C)C)c(C)c32)c1C,-30,-1,51*,-2.5,-13,7,0,3.0,.

# As a short view, part of the list above:
SMILES,DNA FID counter,IDE cell activ,UBC9 SUMO inh,IMP-1 inh,pCIP destab,NS3 helicase inh,PfM18AAP inh,VIM-2 inhibitor,IDE inh
Cc1nn(C)c(C)c1NC(=O)/C(C#N)=C\N(C)C,1,4,4,-1.9,0,-1,2,-2.8,0
COc1cccc(-n2cnc3cccc(N)c32)c1,2,3,16,0.8,-6,-3,-4,3.0,3
COc1ccc(-c2cc(C(=O)Nc3cc(C)ccc3O)no2)cc1,-2,1,14,-0.9,-11,-8,-2,-3.3,0
O=C(Nc1cccc(Cl)c1)Nc1sccc1-c1nc2ccccc2s1,2,.,3,-3.4,-16,5,0,-3.3,12
O=C(NNC(=O)c1ccc2ncccc2c1)c1ccc(Cl)cc1,-3,3,-5,-3.8,-1,9,4,-1.9,-1
O=S(=O)(c1ccc2oc(=S)[nH]c2c1)N1CCCCC1,-10,3,-9,-5.8,2,9,4,-3.8,4
CCOC(=O)C1CCN(C(=O)CCC(=O)NNc2nc3ccccc3c3nc(C)nn23)CC1,-27,1,6,-0.6,-1,0,13,-5.2,2
COc1ccc(CCNC(=S)Nc2cccc3ccccc23)cc1,-18,-5,8,-5.7,-12,-19,-4,-3.4,-1
COc1cc(OC)cc(-c2nc(SCC(=O)Nc3ccccc3F)n[nH]2)c1,-21,2,-9,-3.9,-12,0,8,-3.9,9
N#CC1=C(N)N(c2ccccc2)C2=C(C(=O)CCC2)C1c1ccccc1 (configuration not stated),-6,-4,9,0.5,-17,-3,19,-0.4,4
O=C(O)c1cccc(S(=O)(=O)Nc2ccccc2-c2ccccc2)c1,-19,2,-5,-0.1,6,5,-5,-0.9,-7
Cc1ccc(S(=O)(=O)Nc2nc(C)c(C(=O)Nc3ccccc3)s2)cc1,-44,0,6,-2.4,0,18,-6,-0.9,0
CCCCCC1CC(COc2ccccc2)OC1=O (configuration not stated),-27,1,-2,-3.7,-2,-10,3,0.3,-2

# Other results:
SMILES,DNA FID counter,IDE cell activ,UBC9 SUMO inh,IMP-1 inh,pCIP destab,NS3 helicase inh,PfM18AAP inh,VIM-2 inhibitor,IDE inh
Cc1c(C(=O)Nc2cccc(Cl)c2)oc2ccc(S(=O)(=O)N3CCC4(CC3)OCCO4)cc12,4,-1,-14,-1.9,-13,12,-2,-0.5,-2
O=C(O)c1ccc(NCc2cccnc2)cc1,-1,7,16,-3.1,2,5,7,-0.9,-4
O=C(O)CCCN1C(=O)NC2NC(=O)NC21 (configuration not stated),2,9,7,-5.7,0,-3,8,-5.0,-3
NC(=O)Cc1nc2scc(-c3ccc(Cl)cc3)c2c(=O)[nH]1,-1,5,0,-3.0,-3,15,2,-3.7,7
CCOC(=O)c1cn2c(C)cccc2n1,1,5,0,-2.9,5,0,2,-1.1,1
COc1ccc(NC(=O)N2CCCC2C(=O)NCCc2ccccc2)cc1 (configuration not stated),-7,1,18,-2.8,-9,-7,-11,-1.2,.
COC(=O)N/N=C\c1cc2c(cc1Br)OCO2,-1,-2,14,-1.8,0,6,-2,-3.4,3
CC(=O)c1ccc(NC(=O)Cn2cnc(S(=O)(=O)N3CCCCC3)c2)cc1,-14,3,21,-2.3,-6,12,-1,2.6,-5
Cc1cc(OCC(=O)NNC(=O)c2cccs2)ccc1Br,-7,4,22,-1.7,8,-11,-9,-0.5,3
CCOc1cc2[nH]c(=S)n(CCC(=O)NCc3ccc(OC)cc3)c(=O)c2cc1OCC,-4,-5,42,-3.1,-2,-9,-7,0.3,0
CC(=O)OCCN(CCCn1c(-c2ccncc2)nc2ccccc21)c1nc(-c2ccc(C)cc2)cs1,-12,-2,9,-4.3,-4,-6,3,-3.4,2
Cc1sc2nc(CSCC(=O)N(C)c3ccccc3)[nH]c(=O)c2c1C,-24,-2,0,-2.0,2,7,-5,1.6,6
CCc1cc2c(C)cc(=O)oc2cc1Oc1ncccc1[N+](=O)[O-],7,.,2,-4.3,3,4,-20,-2.1,-2
Cc1cc(C)cc(N(CC(=O)NC2CCCC2)C(=O)CNC(=O)c2ccco2)c1,-31,9,2,-1.6,-6,7,-1,-0.5,3
CC(=O)Nc1scc(-c2ccccc2)[n+]1-c1ccc(C)cc1,-31,0,15,-4.2,-11,4,-1,-5.5,7
CC(C)=C(NC(=O)c1ccco1)C(=O)NCCc1nc2ccccc2[nH]1,2,-3,4,-3.0,-4,-5,2,-1.2,4
CC(=O)C1=C(C)Nc2ncnn2C1c1ccccc1F (configuration not stated),-2,1,6,-0.8,-11,12,-6,0.1,-3
CSc1nc(-c2ccccc2)c(C#N)c(=O)n1C,-4,5,8,-2.0,-5,3,1,0.8,0
COC(=O)c1c(NC(=O)c2ccccc2)sc(C(=O)c2ccccc2)c1C,-6,0,-29,-1.9,3,5,-15,-3.0,5
CC1CCCCN1CCCNC(=O)c1ccc(NC(=O)C2=CSCCO2)cc1 (configuration not stated),0,0,2,-1.9,-2,-4,-2,-0.5,-2
O=C(NCCOCCNC(=O)OCc1ccccc1)OCc1ccccc1,-28,-2,12,-0.8,-3,-4,0,-0.7,9
Cc1cc(-c2nnc(SCC(=O)Nc3cccc(F)c3)n2N)n[nH]1,-8,0,13,-5.7,-21,4,3,-3.6,4
CCOC(=O)c1cnc2c(Cl)cccc2c1NCCN(C)C,9,4,-24,-2.5,7,-2,5,-0.2,7
Cc1ccc(C(=O)OCC(=O)N(C)c2ccccc2)cc1C,-29,0,17,-2.1,-7,5,3,0.2,5
O=c1[nH]c2cnccc2n1-c1ccccc1,3,3,26,-5.2,-1,4,-10,-2.3,3
CCOC(=O)c1ccc(NC(=O)CSc2nnc(C3CCCCC3)n2C)cc1,-27,-11,11,-3.3,-2,3,-1,-2.4,12

# High-throughput results (PubChem)
